High-throughput results deposited in PubChem by Sanford-Burnham Center for Chemical Genomics.
SENP8 block-1: SENP8 protease inhibition; Q96LD8; purified SENP8, Z-RLRGG-aminoluciferin cleavage, luminescence; inhibition, % at 10 µM; 1.2% of 330,000 active; AID 2540; in the data active = inhibition above about 50%
Apaf1 inhib: blocks human Apaf-1 apoptosome activity; reconstituted apoptosome caspase-3 activity, DEVD-Rh110 fluorescence; 0.71% of 330,000 active; inhibition, % at 20 µM; AID 489030; active = inhibition of at least 40% at 20 µM;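 also: plate controls were DMSO wells for no effect and DEVD-CHO caspase inhibitor wells for full effect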
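System: Apoptosome proteins | Medium: Hepes pH 7.5 with detergent and BSA | Also added: Cytochrome c trigger plus (Z-DEVD)2-Rh110 caspase-3 substrate | Incubation: 30 min compound preincubation, 50 min activation, room temperature | Detection: Rhodamine 110 fluorescence at Ex 480/Em 540 nm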
APOBEC3G inh: inhibitors of human APOBEC3G DNA deaminase; Q9HC16; recombinant A3G, ssDNA deamination FAM/TAMRA fluorescence; inhibition, % at 20 µM; 0.28% of 330,000 active; AID 493012;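 active = inhibition of at least 40% at 20 µM, with no more than 30% in the related APOBEC3A deaminase screen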;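 also: plate controls were DMSO wells with A3G for no effect and wells lacking A3G enzyme for full effect; some compounds called inactive have numbers as strong as hits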
Target sequence (Q9HC16 whole entry, looked up): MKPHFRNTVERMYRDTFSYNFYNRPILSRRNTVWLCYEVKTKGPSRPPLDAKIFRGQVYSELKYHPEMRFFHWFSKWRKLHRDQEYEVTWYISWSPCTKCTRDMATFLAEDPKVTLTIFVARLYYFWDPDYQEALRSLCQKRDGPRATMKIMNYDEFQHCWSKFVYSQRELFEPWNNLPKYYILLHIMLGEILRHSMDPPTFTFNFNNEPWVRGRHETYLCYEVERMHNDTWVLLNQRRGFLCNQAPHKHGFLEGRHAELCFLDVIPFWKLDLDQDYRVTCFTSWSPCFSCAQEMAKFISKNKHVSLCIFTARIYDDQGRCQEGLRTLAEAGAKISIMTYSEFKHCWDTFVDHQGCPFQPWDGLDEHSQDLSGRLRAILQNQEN
SENP6 block: inhibitors of human SENP6 protease. Q9GZR1. 1.8% of 330,000 active. Recombinant SENP6 catalytic domain, aminoluciferin luminescence. AID 2599. inhibition, % at 10 µM;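 active = inhibition above about 50% at the single tested dose, limit read from the data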;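 also: plate controls were DMSO wells with enzyme for no effect and DMSO wells lacking enzyme for full effect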
Target sequence (Q9GZR1 628-1112 limits assumed): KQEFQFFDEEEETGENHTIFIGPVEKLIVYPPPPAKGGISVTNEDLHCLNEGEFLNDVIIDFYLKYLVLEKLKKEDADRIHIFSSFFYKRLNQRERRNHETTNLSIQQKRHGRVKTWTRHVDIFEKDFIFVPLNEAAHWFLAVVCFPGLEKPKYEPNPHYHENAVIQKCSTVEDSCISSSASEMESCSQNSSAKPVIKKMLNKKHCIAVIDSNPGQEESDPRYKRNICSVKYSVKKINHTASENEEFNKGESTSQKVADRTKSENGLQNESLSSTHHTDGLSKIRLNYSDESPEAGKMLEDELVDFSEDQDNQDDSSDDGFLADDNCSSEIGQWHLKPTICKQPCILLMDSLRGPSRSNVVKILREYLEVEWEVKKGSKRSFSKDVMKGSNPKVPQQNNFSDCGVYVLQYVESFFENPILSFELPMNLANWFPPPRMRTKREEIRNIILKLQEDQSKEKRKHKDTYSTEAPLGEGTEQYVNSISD
SENP8 block-2: inhibitors of human SENP8 protease. Q96LD8. AID 602440. recombinant SENP8, Nedd8 substrate fluorescence. 0.64% of 360,000 active. inhibition, % at 20 µM; in the data active = inhibition mostly above about 40%, no sharp cut-off; inactive = mostly below about 27%
SENP7 block: blocks the human protease SENP7; inhibition, % at 5 µM; Q9BQF6; recombinant SENP7, Z-RLRGG-aminoluciferin luminescence, 40 min; 1.5% of 330,000 active;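 active = inhibition above about 50% at the single test dose, limit read from the data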;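 also: plate controls were DMSO with enzyme for no effect and no enzyme buffer wells for full effect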
UBC13 inh: inhibitors of human UBC13 polyubiquitin chain formation. P61088. TR-FRET. inhibition, % at 20 µM. 0.47% of 330,000 active; in the data active = inhibition above about 45%, passing the limit was not always enough
Target sequence (P61088 whole entry, looked up): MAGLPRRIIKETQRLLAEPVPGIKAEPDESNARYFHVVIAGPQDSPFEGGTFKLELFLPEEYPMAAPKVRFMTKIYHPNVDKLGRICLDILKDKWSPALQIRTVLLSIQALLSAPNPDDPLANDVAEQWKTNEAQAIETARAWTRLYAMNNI
SENP1 FRET inh: SENP1 (human) catalytic domain inhibition. Q9P0U3. recombinant SENP1 catalytic domain, CyPet-SUMO1-YPet FRET cleavage. inhibition, % at 10 µM. 0.21% of 360,000 active. AID 624204;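 active = inhibition at least 30% at 10 µM, raw YFP signal under a set limit, fluorescence ratio 0.5 to 1.5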;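 also: 0% = enzyme with DMSO and 100% = no enzyme wells; some results filed as inactive read as strong as hits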
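Test system: human SENP1 catalytic domain; medium: Tris pH 8 buffer plus EDTA, NaCl, BME, BSA, NP40, catalase; incubation: 50 min reaction at room temperature; technique: FRET, CFP and YFP emission; controls: no-enzyme low control and enzyme-plus-DMSO high control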
Numbers without * were called inactive; i = inactive; nt = not tested or not shown.

Order of results: SENP8 block-2	APOBEC3G inh	SENP1 FRET inh	UBC13 inh	SENP7 block	SENP8 block-1	SENP6 block	Apaf1 inhib
- CCOC(=O)c1sc(NC(=O)CSc2nc(C)cc(C)n2)c(C#N)c1C
→ -6	-4	-3	2	-1	6	-16	7
- COc1ccccc1-n1cnc2cc(NCc3ccccc3O)ccc21
→ -201	1	-2	5	3	-13	-26	8
- Cc1ccc(NC(=O)c2ccc(CSc3nccc(C)n3)cc2)cc1
→ 15	-2	1	3	9	-1	-13	6
- COc1ccc2c(c1)cc1c(=O)n(CC(=O)NC(C)CCc3ccccc3)nc(C)n12 (stereo not drawn)
→ -56	-10	1	-10	-10	-3	-19	3
- CCOc1ccc(CCNc2nc3ccccc3n3c(C)nnc23)cc1OCC
→ 3	-2	-2	5	3	6	24	6
- Cc1ccc2cccc(OCC(=O)Nc3cccc(S(=O)(=O)N4CCCC4)c3)c2n1
→ -18	-4	-2	9	2	-3	2	5
- CC(C)CCc1c(O)nc(SCC(=O)N2CCCCCC2)[nH]c1=O
→ 4	-6	1	6	5	9	-22	-5
- CCS(=O)(=O)c1nc(S(=O)(=O)c2ccc(C)cc2)c(NCCCN2CCOCC2)s1
→ 9	-5	4	-4	-1	4	-4	3
- COc1ccccc1-c1nc(N)n[nH]1
→ -12	2	2	-6	-1	-1	-6	-4
- Cc1ccc2nc(SCC(=O)Nc3cccc(S(N)(=O)=O)c3)[nH]c2c1
→ 12	-4	0	-14	-6	-4	-11	-11
- CCCc1nc2ccccc2c(C(=O)OCC(=O)Nc2c(C)n(C)n(-c3ccccc3)c2=O)c1CC
→ 20	-1	-1	-10	-8	-9	-3	4
- N=C1C(c2nc3ccccc3s2)=C(O)CN1C1CCCCC1
→ -133	-10	1	-3	-2	-13	-22	8
- O=c1c(O)c(-c2ccc(O)cc2)oc2cc(O)cc(O)c12
→ 16	4	11	12	-7	24	23	-14
- Oc1ccc(CN2CCC(Cc3ccccc3)CC2)c2cccnc12
→ nt	-5	nt	5	-7	-1	11	-1
- CCOC(=O)c1c(NC(=O)CN2CCCCC2)sc(CN(C)C)c1-c1ccccc1
→ -2	-3	0	10	3	3	3	21
- COC(=O)c1cccc(Cn2c(Cl)c(/C=N/NC(=O)c3ccco3)sc2=O)c1
→ -34	-3	-15	-5	3	-5	5	-6
- CN(C)S(=O)(=O)c1cccc(C(=O)NCC2CCCCC2)c1
→ 9	-8	1	-3	-5	-1	9	5
- O=C(NC(=S)NC(CO)c1ccccc1)c1ccc(F)cc1 (stereo not drawn)
→ 8	-1	1	7	-3	-1	-20	2
- O=C(Nc1ccc2nc3n(c(=O)c2c1)CCCCC3)c1ccccc1Cl
→ 13	-4	1	-4	-6	6	4	2
- O=C1NC[C@H](CC2CCCCC2)N(CC2CCCCC2)C1=O
→ 10	0	0	-1	-3	11	17	24
- CSCC[C@H](NC(=O)COc1ccc(Cl)cc1)C(=O)N1CCC2(CC1)NCCc1[nH]cnc12
→ 13	-4	0	5	-2	-4	-7	-2
- Cc1cc(NC(=O)CCN2C(=O)C3C4C=CC(C4)C3C2=O)ccc1Br (stereo not drawn)
→ 0	-9	4	5	-7	3	6	-22
- Cn1c(N/N=C\c2cccc(O)c2)cc(=O)n(C)c1=O
→ -5	-5	-5	-10	2	4	-2	-8
- Cc1ccccc1Nc1scc(-c2ccc(Br)cc2)[n+]1-c1ccccc1C
→ 21	-4	0	-3	0	1	-5	9
- CC(=O)NC12CC3CC(C1)CC(C(=O)NCC(=O)Nc1c(C)cc(C)cc1C)(C3)C2
→ 6	-9	-1	-2	-5	-14	-29	10
- CCc1ccc(NC(=O)CSc2nc3nc(C)cc(C)n3n2)cc1
→ 7	-5	2	-8	-6	-9	1	-1
- COc1cc(O)c(C(CC(=O)N2CCN(c3ccccc3)CC2)c2cc(OC)c(OC)c(OC)c2)c(OC)c1 (stereo not drawn)
→ 22	-7	5	9	-7	4	-10	7
- C=CCn1c(Cc2cccs2)nnc1SCC(=O)Nc1cccc(OC)c1
→ 4	-1	1	7	-1	2	-9	-1
- OC(CN(c1ccccc1)c1ccccc1)Cn1cnc2ccccc21 (stereo not drawn)
→ 13	-2	2	9	-1	-5	-15	36
- Cc1onc(-c2c(Cl)cccc2Cl)c1C(=O)N1CCOCC1
→ 11	-11	-1	-2	-3	-2	22	-4
- Cc1ccc(/C=C/C(=O)c2c(C)cc(C)[nH]c2=O)cc1
→ 10	-3	-10	2	-1	-3	-2	1
- CCN1C(=NCCCOC(C)C)N[C@@H](CCc2ccccc2)[C@H](C(=O)NCCCOC(C)C)[C@H]1C
→ -129	9	-91	17	-9	-7	-7	26
- O=C(CCC(=O)NC1CCCCC1)Nc1cccnc1
→ 25	-2	2	1	-6	4	21	-10
- CCNNC(=O)C(O)(Cc1ccccc1)Cc1ccccc1
→ 8	-5	2	3	1	3	-3	1
- CCOC(=O)CS(=O)(=O)c1nc(-c2ccccc2)cc(C(F)(F)F)n1
→ 15	-5	0	8	2	3	-3	-2
- CCN1C(=O)[C@@H]2[C@@H](c3ccc(-c4ccc5c(c4)OCO5)c(OC)c3)N3CCC[C@@]3(C(=O)OC)[C@@H]2C1=O
→ -15	-2	-2	-6	-2	-3	-10	2
- O=C(NC(=S)Nc1ccc(Cc2ccncc2)cc1)c1ccccc1
→ 23	-1	2	8	-1	7	10	12
- CCOc1ncccc1C(=O)Nc1ccc2c(c1)OCCCO2
→ -7	-5	0	2	-7	-4	1	8
- COc1ccc2ccccc2c1/C=N/N1C(=O)CSC1=S
→ 14	-15	-2	9	5	-4	0	-12
- CC(C)OCCCN(C)C1CCN(S(=O)(=O)c2csc(C(N)=O)c2)CC1
→ 14	1	0	3	0	3	2	6
- O=C(C(=C1NCCN1)n1cncn1)c1ccccc1
→ 12	-6	-1	5	-3	-6	-13	-5
- Cc1ccccc1NC(=O)C1CCN(S(=O)(=O)c2cccc3nonc23)CC1
→ 10	-2	6	-9	0	1	-14	9
- CN1C(=C2C(=O)OC(C)(C)OC2=O)Sc2ccccc21
→ -1	-6	-15	1	6	-9	-3	-13
- COC(=O)CC1C(=O)NCCN1C(=O)Nc1ccccc1 (stereo not drawn)
→ 8	-4	0	-2	5	4	-2	1
- COC(=O)c1cc(NC(=O)Cc2cc(OC)c(OC)c(OC)c2)cc(C(=O)OC)c1
→ -32	-2	3	-6	5	-1	-1	-1
- COc1ccc(CNC(=O)c2c(O)c3ccccc3n(C)c2=O)cc1OC
→ 8	-4	3	19	3	0	-13	1
- O=C(NC12CC3CC(CC(C3)C1)C2)N1CCN(C(=O)C2CCCO2)CC1 (stereo not drawn)
→ 5	-11	3	-1	-3	4	-22	-9
- CCCCOC(=O)C1=C(C)Nc2ncnn2C1c1cccc(OC)c1 (stereo not drawn)
→ 18	-7	1	6	-4	-3	7	-3
- Cc1cc(OC(C)C)nc(-c2ccccc2O)n1
→ 13	-3	1	-8	-12	-8	1	5
- Cc1ccc(C(=O)N/N=C\c2ccc([N+](=O)[O-])s2)cn1
→ 32	-6	1	-32	11	31	39	7

Other records
Order of results: SENP8 block-2	APOBEC3G inh	SENP1 FRET inh	UBC13 inh	SENP7 block	SENP8 block-1	SENP6 block	Apaf1 inhib
- O=C1N[C@@H](Cc2c[nH]c3ccccc23)COC(=O)[C@@H](Cc2ccc(F)cc2)CC/C=C/C[C@@H]1CC(=O)N(CCO)Cc1ccccc1
→ -5	-6	-2	-21	-10	-11	-26	24
- COc1ccc(C(C)=O)c2c(O)cccc12
→ 24	1	0	-12	29	2	11	23
- COC(=O)CSc1nc2c(c(=O)n(C)c(=O)n2C)n1CCC(C)C
→ 8	-2	-12	-8	-8	2	-4	4
- COc1ccc(NCC(=O)N/N=C/C2CCCCC2)cc1
→ 22	-6	-3	-3	7	2	-2	-24
- CC(C)n1c(SCC(N)=O)nc2c1c(=O)n(C)c(=O)n2C
→ 8	-9	1	-4	-3	4	-36	-12
- COCCC1CCCCN1C(=O)c1ccc(OC2CCN(C(C)=O)CC2)c(OC)c1 (stereo not drawn)
→ 14	-6	0	-6	9	-12	-10	-7
- CN(Cc1ccccc1)C(=O)c1ncn(Cc2ccccc2)c1C(=O)N(C)Cc1ccccc1
→ 13	-2	0	9	0	7	-4	12
- Cn1c(=O)c2c(ncn2CC(=O)Nc2ccc(N3CCOCC3)cc2)n(C)c1=O
→ 12	-7	1	-6	-4	0	1	13
- CCCN(c1ccc(C)cc1)c1nc(=O)c2cccnc2s1
→ 18	-3	3	4	2	9	-14	3
- N#Cc1ccccc1S(=O)(=O)N1CCN(C(=O)c2cn(-c3ccccc3)nc2-c2cccnc2)CC1
→ -14	-9	-4	5	-3	-2	4	13
- O=C(/C=C/c1ccc2c(c1)OCO2)Nc1nc(-c2ccc(F)cc2F)cs1
→ nt	3	nt	-4	9	-2	5	15
- CC(=O)N1CCSc2ccc(S(=O)(=O)NCc3ccc(F)cc3)cc21
→ 14	-9	-2	-4	-3	3	2	0
- CCc1ccc(NC(=O)CSCCO)cc1
→ 18	-4	1	-4	-5	-12	0	-4
- O=C(CSc1nc(=O)n2cc(Cl)ccc2n1)Nc1cccc2ccccc12
→ -17	5	-16	-6	4	0	-11	14
- Cc1snc(S(=O)(=O)/C(C#N)=N\Nc2ccccc2)c1C#N
→ -20	-4	3	-15	-6	-6	-34	9
- COCCCNC(=O)CS(=O)Cc1nc(-c2cccc(OC)c2)oc1C (stereo not drawn)
→ 5	-2	2	-6	-4	-12	11	0
- Cc1cccc(C(=O)O/N=C2\CCS(=O)(=O)c3sccc32)c1
→ 29	-5	6	7	-10	-14	-18	-5
- CCn1c(C)c(C)c2cc(C(=O)NCCN3CCOCC3)ccc21
→ -64	0	-9	-9	10	-4	-13	3
- Cc1cc(C=O)c(C)n1-c1ccc(N2CCCC2)c([N+](=O)[O-])c1
→ 26	-4	0	-9	-4	-1	-4	0
- C=CCn1c(SCc2ccccc2)nc(O)cc1=O
→ 16	-10	-2	-1	-2	4	-8	9
- Cc1sc2ncn(CC(=O)N3CCN(c4ccccc4F)CC3)c(=O)c2c1S(=O)(=O)N1CCOCC1
→ 24	-8	3	1	-9	3	-25	7
- CCC(C)NC(=O)CSc1nnc(-c2cc(OC)c(OC)c(OC)c2)c(-c2cc(OC)c(OC)c(OC)c2)n1 (stereo not drawn)
→ 0	6	3	-3	7	0	-21	5
- Cc1cc([N+](=O)[O-])nn1CC(=O)NNC(=S)Nc1ccc([N+](=O)[O-])cc1
→ 28	-1	4	-8	-3	30	10	-13
- CC(NS(=O)(=O)c1cccc(Cl)c1)C(=O)Nc1ccc(-c2nc3ccccc3s2)cc1 (stereo not drawn)
→ i	-3	-11	17	-4	-6	4	14
- O=C(Nc1nc(-c2ccc(F)c(F)c2)cs1)c1cnccn1
→ 10	2	-1	-12	8	-4	-18	-8
- CN(C)S(=O)(=O)c1ccc(NC(=O)CN2CCOCC2)cc1
→ 10	-1	3	4	8	5	-1	-6
- CCOC(=O)C(C)Sc1ncc(OC)c(Sc2ccc(Cl)cc2)n1 (stereo not drawn)
→ -1	-5	4	34	-7	0	-4	-2
- Cc1ccc(S(=O)(=O)N(C)/N=C/c2ccc(N(C)C)cc2)cc1
→ 33	-5	-1	-7	6	-4	11	13
- O=C(c1ccc(N2CCCCCC2)c([N+](=O)[O-])c1)N1CCc2ccccc21
→ nt	-1	nt	-14	5	-8	1	12
- CCn1c(CNC(=O)c2ccco2)nnc1SCC(=O)Nc1cc(F)ccc1C
→ 14	-8	1	6	-6	0	-10	1
- Cc1ccc(CNC(=O)c2ccccc2N(C)S(C)(=O)=O)cc1
→ -8	-3	5	-7	3	5	-2	1
- CC(=O)Oc1ccccc1N1C(=O)c2ccc(C(=O)O)cc2C1=O
→ 18	2	15	-5	-1	3	-13	-7
